Screens (PubChem BioAssay)
Growth percent in the NCI-60 one-dose screen (48 h, 10 µM unless noted): 100 = growth as untreated, 0 = no growth, -100 = all killed.
NCI-H522 – NCI-H522 lung cancer; 8% of 78,000 active; AID 1794739
NCI/ADR-RES – NCI/ADR-RES ovarian cells; AID 1794790; 4.4% of 81,000 active
NCI-H460 – NCI-H460 lung cancer | 6.8% of 82,000 active
RXF 393 – RXF 393 renal cancer cells. 6.9% of 77,000 active
NCI-H226 – NCI-H226 lung cancer. 3.5% of 79,000 active. AID 1794732
A498 – A498 renal cancer cells. 5.4% of 76,000 active
NCI-H23 – NCI-H23 lung cancer. 4% of 80,000 active
ACHN – ACHN renal cancer; 4.9% of 81,000 active
CAKI-1 – CAKI-1 renal cancer | 4.7% of 75,000 active | AID 1794772
Numbers without * were called inactive; & = joins results of further samples. The calls were made as follows: active = growth percent below 10; inactive = the rest.

How did O=S(=O)(NCCCNc1nccc(-c2c(-c3ccc(F)cc3)nc3sccn23)n1)c1ccc(F)cc1 do in these assays?
NCI-H522: 36.4; NCI/ADR-RES: 31.3; NCI-H460: 26.9; RXF 393: 57.9; NCI-H226: 40.0; A498: 56.3; NCI-H23: 56.2; ACHN: 30.8; CAKI-1: 29.9

What do the screens show for `CCCCC[n+]1ccc(SCC(=O)N(C)c2ccc(OC)cc2)c2ccccc21`?
NCI-H522: 95.2; NCI/ADR-RES: 99.6; NCI-H460: 99.7; NCI-H226: 96.4; A498: 87.2; NCI-H23: 94.6; ACHN: 102.1; CAKI-1: 92.6

What do the screens show for `COc1ccccc1N=Nc1c(S(=O)(=O)O)cc2cc(NC(=O)Nc3ccc4c(O)c(N=Nc5c(N)ccc6cc(S(=O)(=O)O)ccc56)c(S(=O)(=O)O)cc4c3)ccc2c1O`?
NCI-H522: 83.2; NCI/ADR-RES: 109.7; RXF 393: 111.2; NCI-H226: 101.4; NCI-H23: 93.5; ACHN: 106.4

Results for Cc1ncsc1-c1ccc(CNC(=O)[C@@H]2C[C@@H](O)CN2C(=O)[C@@H](NC(=O)C2(F)CC2)C(C)(C)C)c(OCCOCCOCCOCCOc2nc(Nc3cc(S(C)(=O)=O)ccc3N[C@@H](c3cccc4c3OC(F)(F)O4)c3ncccc3Cl)nc(N3CCNCC3)n2)c1 ?
NCI-H522: 100.2; NCI/ADR-RES: 102.7; NCI-H460: 87.3; RXF 393: 65.3; NCI-H226: 71.5; A498: 116.4; NCI-H23: 85.3; ACHN: 98.9; CAKI-1: 101.3

What do the screens show for `Cc1ccc(C(=O)N2CCn3c(nnc3C(F)(F)F)C2)cc1`?
NCI/ADR-RES: 98.1; NCI-H460: 95.2; RXF 393: 104.4; NCI-H226: 99.7; NCI-H23: 103.7; ACHN: 107.0; CAKI-1: 105.4

Results for COC(=O)CC1CC1C1Cc2c(nc(N(C)S(C)(=O)=O)nc2C(C)C)-c2ccc(F)cc21 (stereo not given) ?
NCI-H522: 55.6; NCI/ADR-RES: 71.8; NCI-H460: 94.6; RXF 393: 79.8; NCI-H226: 78.8; A498: 116.6; NCI-H23: 69.1; ACHN: 86.6; CAKI-1: 52.1

Results for C=C(c1ccc(C(=O)O)c(F)c1)c1cc2c(cc1C)C(C)(C)C=CC2(C)C ?
NCI-H522: 61.5; NCI/ADR-RES: 83.1; NCI-H460: 82.1; RXF 393: 96.9; NCI-H226: 65.5; A498: 75.8; NCI-H23: 76.2; ACHN: 83.4; CAKI-1: 81.7

What do the screens show for `COc1ccc(-n2c(-c3csc(NC(C)=O)n3)n[nH]c2=S)c(OC)c1`?
NCI-H522: 72.6; NCI/ADR-RES: 98.7; NCI-H460: 102.5; RXF 393: 100.8; NCI-H226: 106.0; NCI-H23: 97.5; ACHN: 107.3

Results for C/C(=C(\c1ccc(O)cc1)c1ccc(OCCN2CCCCCC2)cc1)c1ccc(Cl)cc1 ?
NCI-H522: -86.9*; NCI/ADR-RES: -72.7*; NCI-H460: -55.9*; RXF 393: -87.4*; NCI-H226: -64.1*; A498: -91.0*; NCI-H23: -80.3*; ACHN: -88.2*; CAKI-1: -97.3*

Results for C=C(CNCCc1ccc(O)cc1)[C@@H]1CC[C@]2(CO)CC[C@]3(C)[C@H](CC[C@@H]4[C@@]5(C)CCC(N)C(C)(C)[C@@H]5CC[C@]43C)[C@@H]12 (stereo not given in full) ?
NCI-H522: -64.8*; NCI/ADR-RES: 60.4; NCI-H460: -86.7*; RXF 393: -90.9*; NCI-H226: 87.6; A498: 64.5; NCI-H23: -66.5*; ACHN: -71.9*; CAKI-1: -81.8*

How did Clc1ccc(SCSc2nc3ccccc3s2)cc1 do in these assays?
NCI-H522: 99.3; NCI/ADR-RES: 99.2; NCI-H460: 103.5; RXF 393: 104.1; NCI-H226: 94.3; A498: 88.3; NCI-H23: 93.4; ACHN: 107.8; CAKI-1: 90.7

What do the screens show for `CC(=O)NS(=O)(=O)c1ccc(NC(=O)CSC2=NC(c3ccccc3)C(C(C)=O)=C(C)N2)cc1` (stereo not given)?
NCI-H522: 98.4; NCI/ADR-RES: 99.6; NCI-H460: 121.3; NCI-H226: 108.6; A498: 133.0; NCI-H23: 97.5; ACHN: 110.9; CAKI-1: 99.4

How did CS(=O)(=O)N(c1ccccc1[N+](=O)[O-])S(C)(=O)=O do in these assays?
NCI/ADR-RES: 107.6; NCI-H460: 102.7; RXF 393: 101.5; NCI-H226: 101.8; A498: 95.9; NCI-H23: 102.5; ACHN: 100.6; CAKI-1: 105.3

How did COc1cc(-c2ccc3c(=O)n(C)c(SC)nc3n2)cc(OC)c1OC do in these assays?
NCI-H522: 90.0; NCI/ADR-RES: 95.6; NCI-H460: 107.8; RXF 393: 92.7; NCI-H226: 96.1; A498: 92.8; NCI-H23: 102.2; ACHN: 101.6; CAKI-1: 112.7

Results for CCCCNC(=S)NS(=O)(=O)c1ccc(CCN2C(=O)/C(=C/c3ccc(Cl)cc3)N=C2C)cc1 ?
NCI-H522: 87.7; NCI/ADR-RES: 97.4; NCI-H460: 102.4; RXF 393: 105.9; NCI-H226: 84.8; A498: 132.4; NCI-H23: 97.9; ACHN: 96.8; CAKI-1: 81.6

How did Oc1ccc2ccccc2c1Cl do in these assays?
NCI-H522: 98.7; NCI/ADR-RES: 106.6; NCI-H460: 108.4; RXF 393: 119.6; NCI-H226: 112.7; A498: 105.7; NCI-H23: 107.5; ACHN: 99.8; CAKI-1: 82.6

What do the screens show for `COc1ccc(CN2C(=O)N(c3cccnc3Cl)S(=O)(=O)c3ccccc32)cc1F`?
NCI-H522: 97.4; NCI/ADR-RES: 102.5; NCI-H460: 113.9; RXF 393: 74.3; NCI-H226: 103.5; A498: 101.9; NCI-H23: 108.1; ACHN: 102.6; CAKI-1: 93.1

What do the screens show for `COc1ccccc1/C=N/NC1=NC2C(N1)N(C)C(=O)N2C` (stereo not given)?
NCI-H522: 102.5; NCI/ADR-RES: 104.8; NCI-H460: 102.0; NCI-H226: 90.4; A498: 97.4; NCI-H23: 100.4; ACHN: 101.9; CAKI-1: 91.7

Results for CCC/C(=N/NC(N)=O)c1ccco1 ?
NCI-H522: 76.3; NCI/ADR-RES: 100.2; NCI-H460: 104.2; RXF 393: 105.2; NCI-H226: 96.1; A498: 68.1; NCI-H23: 99.1; ACHN: 94.9; CAKI-1: 92.7

How did COc1ccc(-c2nc3ccc(-c4nnc(SCC(=O)Nc5cc(OC)c(OC)c(OC)c5)o4)cc3[nH]2)cc1 do in these assays?
NCI-H522: 79.0; NCI/ADR-RES: 108.3; NCI-H460: 111.0; NCI-H226: 83.0; A498: 104.0; NCI-H23: 82.7; ACHN: 102.2; CAKI-1: 91.5

Results for CCOC(=O)C(Cc1c[nH]c2ccccc12)NC(=O)C(Cc1ccccc1)NC(=O)C(Cc1cnc[nH]1)NC(=O)OCc1ccccc1 (stereo not given) ?
NCI-H522: 75.0; NCI/ADR-RES: 102.3; NCI-H460: 121.6; RXF 393: 107.5; NCI-H226: 74.3; A498: 125.2; NCI-H23: 93.9; ACHN: 106.8; CAKI-1: 113.3

Results for Cc1nc(C)c(CN2CCn3c(nnc3C(F)(F)F)C2)s1 ?
NCI-H522: 88.5; NCI/ADR-RES: 110.8; NCI-H460: 101.6; RXF 393: 103.4; NCI-H226: 94.8; NCI-H23: 101.9; ACHN: 105.1; CAKI-1: 92.8

How did COc1nc2ccccc2cc1/C=[N+](\[O-])c1ccccc1 do in these assays?
NCI-H522: 82.7; NCI/ADR-RES: 44.9; NCI-H460: 99.6; RXF 393: 85.5; NCI-H226: 69.5; A498: 90.3; NCI-H23: 75.4; ACHN: 86.1; CAKI-1: 79.8

What do the screens show for `N#Cc1c(NC(=O)CN(Cc2ccccc2)Cc2ccccc2)sc2c1CCCC2`?
NCI-H522: 88.4; NCI/ADR-RES: 90.9; NCI-H460: 107.1; RXF 393: 93.9; A498: 108.9; NCI-H23: 89.2; ACHN: 97.6; CAKI-1: 74.2

Results for O=c1cc(O)nc(-c2ccccc2)[nH]1 ?
NCI-H522: 87.2; NCI/ADR-RES: 104.2; NCI-H460: 75.4; RXF 393: 108.5; NCI-H226: 101.6; A498: 18.7; NCI-H23: 80.8; ACHN: 97.4

What do the screens show for `COc1ccc(C(=O)C[n+]2cccc3ccccc32)cc1`?
NCI-H522: 85.0&92.3; NCI/ADR-RES: 105.3&97.8; NCI-H460: 105.7&102.0; RXF 393: 119.7&105.4; NCI-H226: 94.6&94.3; A498: 89.2; NCI-H23: 95.9&94.4; ACHN: 104.8&100.3; CAKI-1: 97.4&88.1

How did CCN(CC)S(=O)(=O)c1ccc(-c2nc(C(Cl)Cl)nc3cc(-c4ccccc4)nn23)cc1 do in these assays?
NCI-H522: 93.3; NCI/ADR-RES: 70.2; NCI-H460: 68.7; NCI-H226: 80.1; A498: 100.1; NCI-H23: 90.5; ACHN: 58.4; CAKI-1: 88.1

How did O=C(CSc1nnc(-c2cc(-c3ccc(Cl)cc3)nc3ccccc23)o1)c1ccccc1 do in these assays?
NCI-H522: 81.8; NCI/ADR-RES: 96.7; NCI-H460: 102.1; RXF 393: 99.1; NCI-H226: 95.1; A498: 90.0; NCI-H23: 96.9; ACHN: 98.1

What do the screens show for `O=C(NO)c1ccc(Cn2c(=O)n(CCc3ccccc3)c(=O)c3ccccc32)cc1`?
NCI-H522: 29.9; NCI/ADR-RES: 57.5; NCI-H460: 25.2; RXF 393: 15.8; NCI-H226: 48.1; A498: 12.7; NCI-H23: 9.0*; ACHN: 25.8; CAKI-1: 27.2

What do the screens show for `CCN(CC)c1cc(C)c2cc(NC(=O)c3cccc(OC)c3)ccc2n1`?
NCI-H522: 93.4; NCI/ADR-RES: 80.5; NCI-H460: 57.1; RXF 393: 51.3; A498: 29.2; NCI-H23: 85.0; ACHN: 91.2; CAKI-1: 73.2

How did CC(=O)Nc1ccc(S(=O)(=O)N/N=C(\C)CCC(=O)O)cc1 do in these assays?
NCI-H522: 74.5; NCI/ADR-RES: 104.7; NCI-H460: 106.6; RXF 393: 95.3; NCI-H226: 86.3; A498: 102.8; NCI-H23: 97.9; ACHN: 113.6; CAKI-1: 97.4

How did C=C(C)[C@@H]1CC[C@]2(C(=O)n3ccnc3)CC[C@]3(C)[C@H](CC[C@@H]4[C@@](C)(CCC(=O)O)[C@H](C(=C)C)CC[C@]43C)[C@@H]12 do in these assays?
NCI-H522: 82.4; NCI/ADR-RES: 98.8; NCI-H460: 86.6; RXF 393: 101.7; NCI-H226: 90.0; A498: 100.4; NCI-H23: 95.6; ACHN: 93.4

How did Clc1nc2ccccc2nc1CI do in these assays?
NCI-H522: 3.8*; NCI/ADR-RES: 98.9; NCI-H460: 108.0; RXF 393: 94.9; NCI-H226: 68.2; A498: 119.7; NCI-H23: 86.0; ACHN: 92.1; CAKI-1: 97.8

Results for COc1ccc(NC(=O)Nc2ccc(OCc3ccccc3)cc2)cc1 ?
NCI-H522: 80.3; NCI/ADR-RES: 87.4; NCI-H460: 97.6; RXF 393: 101.0; NCI-H226: 68.9; A498: 107.4; ACHN: 75.3; CAKI-1: 87.2

Results for Clc1ccc(NC(Nc2ccc(Cl)cc2)C(Cl)(Cl)Cl)cc1 ?
NCI-H522: 72.1&71.2; NCI/ADR-RES: 99.4&61.5; NCI-H460: 104.6&93.9; RXF 393: 112.7&110.8; NCI-H226: 96.8&107.3; A498: 101.0&106.7; NCI-H23: 96.5&78.1; ACHN: 41.6; CAKI-1: 66.0

Results for COc1ccc(NC(=O)Cn2cc(COn3nnc4ccccc43)nn2)cc1 ?
NCI-H522: 96.4; NCI/ADR-RES: 99.4; NCI-H460: 112.5; RXF 393: 119.7; NCI-H226: 103.4; A498: 114.5; ACHN: 102.9; CAKI-1: 93.3

What do the screens show for `Cn1c(N)nc(N)c(NC=O)c1=O`?
NCI-H522: 102.8; NCI/ADR-RES: 102.8; NCI-H460: 113.7; RXF 393: 119.6; NCI-H226: 110.0; A498: 97.7; NCI-H23: 88.5; ACHN: 107.2; CAKI-1: 91.6

Results for CC(C)(C)OC(=O)N1C(=O)c2c(c3c4ccccc4[nH]c3c3ccc4ccccc4c23)C1=O ?
NCI-H522: 47.2; NCI/ADR-RES: 75.5; NCI-H460: 37.3; RXF 393: 59.0; NCI-H226: 61.3; A498: -2.7*; ACHN: 34.5; CAKI-1: 26.0

Structures shown so far with an aryl thioether with sulfur outside any ring (five):
What do the screens show for `CCCCC[n+]1ccc(SCC(=O)N(C)c2ccc(OC)cc2)c2ccccc21`?
NCI-H522: 95.2; NCI/ADR-RES: 99.6; NCI-H460: 99.7; NCI-H226: 96.4; A498: 87.2; NCI-H23: 94.6; ACHN: 102.1; CAKI-1: 92.6

How did Clc1ccc(SCSc2nc3ccccc3s2)cc1 do in these assays?
NCI-H522: 99.3; NCI/ADR-RES: 99.2; NCI-H460: 103.5; RXF 393: 104.1; NCI-H226: 94.3; A498: 88.3; NCI-H23: 93.4; ACHN: 107.8; CAKI-1: 90.7

How did COc1cc(-c2ccc3c(=O)n(C)c(SC)nc3n2)cc(OC)c1OC do in these assays?
NCI-H522: 90.0; NCI/ADR-RES: 95.6; NCI-H460: 107.8; RXF 393: 92.7; NCI-H226: 96.1; A498: 92.8; NCI-H23: 102.2; ACHN: 101.6; CAKI-1: 112.7

How did COc1ccc(-c2nc3ccc(-c4nnc(SCC(=O)Nc5cc(OC)c(OC)c(OC)c5)o4)cc3[nH]2)cc1 do in these assays?
NCI-H522: 79.0; NCI/ADR-RES: 108.3; NCI-H460: 111.0; NCI-H226: 83.0; A498: 104.0; NCI-H23: 82.7; ACHN: 102.2; CAKI-1: 91.5

How did O=C(CSc1nnc(-c2cc(-c3ccc(Cl)cc3)nc3ccccc23)o1)c1ccccc1 do in these assays?
NCI-H522: 81.8; NCI/ADR-RES: 96.7; NCI-H460: 102.1; RXF 393: 99.1; NCI-H226: 95.1; A498: 90.0; NCI-H23: 96.9; ACHN: 98.1
